Bioassay records (PubChem BioAssay)
IDH1 R132H inh – human IDH1 R132H inhibition | IDH1-R132H enzyme, NADPH consumption, diaphorase/resazurin fluorescence | AID 602179 | O75874 | 0.093% of 390,000 active | Potency, µM (titrated, usually from 76.6 µM), without a hit: at the highest dose activity change, negative = inhibition, actives largely listed as inhibitors; also: potency is read from the fitted curve at half-maximal effect; % is scaled to controls: 0 for no effect and ±100 for the full control effect; nearly all actives have a fitted effect of over 65% in size
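IDH1-R132H (0.5 ug/mL dispensed) in pH 7.5 Tris buffer was preincubated 30 min with compound, then given a substrate mix of 0.016 mM NADPH and 2 mM alpha-KG for 80 min at room temperature; remaining NADPH was read by diaphorase/resazurin fluorescence.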
USP1 inh – inhibitors of human USP1/UAF1 deubiquitinase; O94782; recombinant USP1/UAF1, Ub-Rhodamine cleavage fluorescence; Potency, µM (highest dose often 57.1 µM), for inactives: at the highest dose activity change, negative = inhibition, usual class: inhibitors; 0.23% of 390,000 active; AID 743255; also: potency is read from the fitted curve at half-maximal effect; % is scaled to controls: 0 for no effect and ±100 for the full control effect; nearly all actives have a fitted effect of over 60% in size; inactives centre near -12
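1 nM enzyme complex + cpd, 15 min RT; start with Ub-Rho 150nM final; kinetic fluorescence ex 480/em 540, 6 reads q60 s. Buffer 50mM HEPES pH 7.8, 0.5mM EDTA, 0.1 mg/ml BSA, 1mM TCEP, 0.01% Tween-20.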
PI4K2A inh – blocks human PI4K2A kinase activity; purified PI4K2A, ADP-Glo luminescence, 1 h; stronger effect = lower value; activity change, negative = inhibition, % at 76.9 µM; 0.13% of 420,000 active; AID 1346378; in the data active = activity change below about -50%; inconclusive = mostly about -30% to -49%;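 also: -100% = wells without enzyme as full effect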
Target sequence (Q9BTU6 whole entry, looked up): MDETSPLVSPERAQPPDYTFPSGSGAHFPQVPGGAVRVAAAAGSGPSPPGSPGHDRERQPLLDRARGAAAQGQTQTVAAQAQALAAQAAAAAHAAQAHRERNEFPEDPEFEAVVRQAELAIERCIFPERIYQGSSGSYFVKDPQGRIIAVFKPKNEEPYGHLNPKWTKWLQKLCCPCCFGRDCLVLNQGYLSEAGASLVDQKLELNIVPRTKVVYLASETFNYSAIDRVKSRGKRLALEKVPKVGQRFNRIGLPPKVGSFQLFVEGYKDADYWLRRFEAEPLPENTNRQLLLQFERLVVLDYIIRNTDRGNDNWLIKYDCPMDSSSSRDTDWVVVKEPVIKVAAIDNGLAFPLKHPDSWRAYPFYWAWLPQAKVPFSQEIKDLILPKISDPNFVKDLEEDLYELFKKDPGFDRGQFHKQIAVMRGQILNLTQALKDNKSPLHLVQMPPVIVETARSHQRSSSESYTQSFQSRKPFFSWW
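Compounds are screened against recombinant PI4K2A using PI as substrate and ATP, the latter dispensed at 300 microM. Reactions run one hour at ambient temperature before ADP-Glo detection; full inhibition defined by wells lacking enzyme.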
rTrxR1 inhibitor – inhibitors of rat thioredoxin reductase 1. O89049. recombinant rTrxR1, NADPH fluorescence consumption, selenite substrate. Potency, µM (highest dose often 114 µM), for inactives: top-dose activity change, negative = inhibition, hits mostly inhibitors. 1% of 390,000 active. AID 588453; also: potency is read from the fitted curve at half-maximal effect; % is scaled to controls: 0 for no effect and ±100 for the full control effect; nearly all actives have a fitted effect of over 65% in size
Target sequence (O89049 whole entry, looked up): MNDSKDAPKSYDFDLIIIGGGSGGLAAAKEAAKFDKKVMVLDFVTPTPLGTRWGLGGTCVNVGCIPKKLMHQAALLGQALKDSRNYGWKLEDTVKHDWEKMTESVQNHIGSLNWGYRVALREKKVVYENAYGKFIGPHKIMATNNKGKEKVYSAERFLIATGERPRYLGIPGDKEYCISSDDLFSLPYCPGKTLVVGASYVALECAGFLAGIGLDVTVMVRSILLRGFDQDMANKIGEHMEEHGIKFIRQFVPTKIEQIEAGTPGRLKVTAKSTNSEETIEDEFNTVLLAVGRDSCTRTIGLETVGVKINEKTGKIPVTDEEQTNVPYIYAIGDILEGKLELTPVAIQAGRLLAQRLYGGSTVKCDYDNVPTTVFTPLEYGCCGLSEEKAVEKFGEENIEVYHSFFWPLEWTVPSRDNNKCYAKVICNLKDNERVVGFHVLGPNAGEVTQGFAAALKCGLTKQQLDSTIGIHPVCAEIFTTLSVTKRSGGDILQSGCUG
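Rat TrxR1 (90 nM in the dispensed reagent) was pre-reduced with 400 uM NADPH for 5 min at room temperature, then incubated with compound for 15 min. After 400 uM selenite was added, NADPH fluorescence (Ex 340/Em 450 nm) was followed for 8 min.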
TRHR agonist – agonists of human TRH receptor; TRHR cells, calcium flux fluo-8, FDSS agonist mode; activation, % at 2 µM; 0.18% of 360,000 active; AID 493084; in the data active = activation above about 30%; also: 0% is about no effect
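TRHR-expressing cells, plated overnight in medium with 10% serum, were loaded with fluo-8 calcium dye at room temperature. After a 10 s baseline, library compound was pin-added and calcium release was recorded kinetically (ex 480/em 530) as agonist response.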
TrxR1 substrate – substrates of rat thioredoxin reductase 1; purified TrxR1 substrate turnover, NADPH consumption readout; Potency, µM (series often up to 114 µM), without a hit: at the top dose activity change, negative = substrate turnover; 0.01% of 390,000 active; AID 588456; also: potency is read from the fitted curve at half-maximal effect; % is scaled to controls: 0 for no effect and ±100 for the full control effect; nearly all actives have a fitted effect of over 50% in size
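Rat TrxR1, dispensed at 90 nM, was prereduced with 400 uM NADPH (final) for 5 min at ~22 deg C, then incubated with compound 15 min before 400 uM selenite. A first-read NADPH fluorescence drop versus no-compound background flagged substrates.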
D2 agonist – agonists of human D2 dopamine receptor; activation, % at 2 µM; P14416; 0.53% of 340,000 active; HEK293 T-REx D2 cells, calcium flux agonist mode;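 active = activation over 3 SD above normal in the single-dose calcium agonist read, cut at about 30% in these data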; also: 0% is about no effect
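HEK293 Trex D2 cells, tetracycline-induced, o/n 30 C 5% CO2; no-wash Ca dye, RT 30–90 min; 10-cycle baseline, 23 nl cpd added, kinetic Ca read 180 s; agonist hits = positive Ca response.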
TRHR enhancer – allosterically enhances the human TRH receptor; 0.66% of 360,000 active; enhancement, % at 2 µM; TRHR cells, fluo-8 calcium fluorescence, EC20 TRH enhancement; P34981; AID 493056; in the data active = enhancement above about 30%; also: 0% is about no effect
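Enhancer read-out: after compound pinning and an initial kinetic agonist-mode read, an EC20 of TRH (10 nM final) was injected and fluo-8 calcium signal (Ex 480/Em 530) followed at 1 s/cycle for 100 cycles in TRHR-expressing cells.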
D2 antag – antagonists of human D2 dopamine receptor; P14416; HEK293 TREx D2 cells, calcium flux, dopamine EC80; inhibition, % at 10 µM; 2% of 340,000 active; AID 485344; in the data active = inhibition above about 30%; also: 0% is about no effect
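In this primary screen, negative modulation is detected by tracking calcium flux after an EC80 dopamine challenge in inducible HEK293 T-REx D2 cells preexposed to test compound for 180 s.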
* marks the source's active call; other numbers are inactive results; [ ] = remark or other dose. Unless noted, calls follow the shape of the dose curve; as a rule, active = well fitted inhibition curve with a large enough effect; inconclusive = small, poorly fitted or top-dose-only effect; inactive = no such curve, though single readings can be large or run the other way.

Results for O=C(NC1CCN(Cc2ccc(Cl)c(Cl)c2)CC1)c1ccccc1 ?
IDH1 R132H inh: 4%; USP1 inh: -24%; PI4K2A inh: 7; rTrxR1 inhibitor: 21%; TRHR agonist: 0.0; TrxR1 substrate: -2%; D2 agonist: -2.1; TRHR enhancer: -2; D2 antag: 81*

Results for Cc1cc(C)c(S(=O)(=O)NCCSCc2ccco2)c(C)c1 ?
IDH1 R132H inh: 2%; USP1 inh: -11%; PI4K2A inh: -23; rTrxR1 inhibitor: inconclusive; TRHR agonist: 1.1; TrxR1 substrate: 10%; D2 agonist: 0.1; TRHR enhancer: 0; D2 antag: 6

What do the screens show for `O=C(CSc1ncccn1)NCc1ccccc1`?
IDH1 R132H inh: -6%; USP1 inh: -11%; PI4K2A inh: 6; rTrxR1 inhibitor: 10%; TRHR agonist: 0.5; TrxR1 substrate: 3%; D2 agonist: 0.1; TRHR enhancer: 6; D2 antag: -22

How did CC1(C)OC(C(N)=O)C(C(N)=O)O1 (centres undefined) do in these assays?
IDH1 R132H inh: -11%; USP1 inh: -20%; PI4K2A inh: -4; rTrxR1 inhibitor: 7%; TRHR agonist: 0.1; TrxR1 substrate: -2%; D2 agonist: -0.4; TRHR enhancer: 5; D2 antag: -2

What do the screens show for `COc1ccc([C@@H]2CC=C(C(=O)O)[C@H](c3cccc(Cl)c3)N2S(=O)(=O)c2ccc(C)cc2)cc1OC`?
IDH1 R132H inh: -13%; USP1 inh: -32%; PI4K2A inh: -2; rTrxR1 inhibitor: 11%[57.1 µM]; TRHR agonist: -0.2; TrxR1 substrate: 3%; D2 agonist: -0.7; TRHR enhancer: 0; D2 antag: -7

What do the screens show for `CC(C)(C)c1ccc(C(=O)NCC(=O)NCC(C)(C)N2CCOCC2)cc1`?
IDH1 R132H inh: 7%; USP1 inh: -18%; PI4K2A inh: 4; rTrxR1 inhibitor: 15%; TRHR agonist: 0.1; TrxR1 substrate: 3%; D2 agonist: 0.4; TRHR enhancer: 4; D2 antag: -9

How did Cc1ccc(C2=Nc3cccnc3C(c3ccccc3)=NN2)cc1 do in these assays?
IDH1 R132H inh: 6%; USP1 inh: -15%; PI4K2A inh: 2; rTrxR1 inhibitor: 10%[57.1 µM]; TRHR agonist: -0.5; TrxR1 substrate: -7%[57.1 µM]; D2 agonist: -0.4; TRHR enhancer: 3; D2 antag: 13

How did Cc1nc2sc(C(c3cccc(F)c3)N3CCC(O)CC3)c(O)n2n1 (centres undefined) do in these assays?
IDH1 R132H inh: -3%; USP1 inh: -9%; PI4K2A inh: 10; rTrxR1 inhibitor: -8%; TRHR agonist: 0.4; TrxR1 substrate: -2%; D2 agonist: 0.9; TRHR enhancer: 7; D2 antag: -8

How did Cc1cc(C)c(C#N)c(SCc2ccc(C#N)cc2)n1 do in these assays?
IDH1 R132H inh: 1%; USP1 inh: -28%; PI4K2A inh: -3; rTrxR1 inhibitor: 10%[57.1 µM]; TRHR agonist: -0.3; TrxR1 substrate: -5%; D2 agonist: 0.9; TRHR enhancer: 0; D2 antag: 7

How did CCCCn1c(=N)c(S(=O)(=O)c2ccccc2)cc2c(=O)n3cccc(C)c3nc21 do in these assays?
IDH1 R132H inh: -3%; USP1 inh: inconclusive; PI4K2A inh: 1; rTrxR1 inhibitor: 16%[57.1 µM]; TRHR agonist: 0.7; TrxR1 substrate: 3%[57.1 µM]; D2 agonist: -0.3; TRHR enhancer: 1

How did CC(C)CCNC(=O)C(=O)Nc1cc2c3c(c1)CCC(=O)N3CCC2 do in these assays?
IDH1 R132H inh: -1%; USP1 inh: -20%; PI4K2A inh: 8; rTrxR1 inhibitor: 12%; TRHR agonist: -0.5; TrxR1 substrate: -2%; D2 agonist: 0.1; TRHR enhancer: 2; D2 antag: 9

Results for N#Cc1c(N)n(-c2cccc(C(=O)O)c2)c2nc3ccccc3nc12 ?
IDH1 R132H inh: -4%; USP1 inh: inconclusive; PI4K2A inh: -5; rTrxR1 inhibitor: 119%[activator]; TRHR agonist: 23; TrxR1 substrate: 754%[activator]; D2 agonist: 0.8; TRHR enhancer: 17; D2 antag: -9

Results for C=CCN1CCN(C(c2cc(OC)ccc2OC)c2nnnn2CC2CCCO2)CC1 (centres undefined) ?
IDH1 R132H inh: 2%; USP1 inh: -19%; PI4K2A inh: -8; rTrxR1 inhibitor: 2%[57.1 µM]; TRHR agonist: -1.0; TrxR1 substrate: 6%; D2 agonist: 0.2; TRHR enhancer: 2; D2 antag: 4

What do the screens show for `O=C(NNC(=O)c1ccc(Cl)cc1Cl)c1ccc2ccccc2c1`?
IDH1 R132H inh: -2%; USP1 inh: -7%; PI4K2A inh: 2; rTrxR1 inhibitor: 1%[2.29 µM]; TrxR1 substrate: 11%[57.1 µM]

How did Cc1cc([N+](=O)[O-])ccc1NC(=O)c1sc2ncn(CC(=O)N3CCOCC3)c(=O)c2c1C do in these assays?
IDH1 R132H inh: -13%; USP1 inh: -8%; PI4K2A inh: -2; rTrxR1 inhibitor: 6%; TRHR agonist: 1.1; TrxR1 substrate: -6%; D2 agonist: 0.5; TRHR enhancer: 20; D2 antag: -4

How did COCCN(C(=O)Nc1ccc(OC)cc1)c1nc2ccccc2s1 do in these assays?
IDH1 R132H inh: 3%; USP1 inh: -21%; PI4K2A inh: 1; rTrxR1 inhibitor: 12%; TRHR agonist: -0.2; TrxR1 substrate: -3%; D2 agonist: 0.9; TRHR enhancer: 7; D2 antag: -6

How did Clc1ccc(-c2cn(-c3ccccc3)c3[n+]2CCS3)cc1 do in these assays?
IDH1 R132H inh: -3%; USP1 inh: -27%; PI4K2A inh: 2; rTrxR1 inhibitor: 5%[57.1 µM]; TRHR agonist: 1.2; TrxR1 substrate: 2%[57.1 µM]; D2 agonist: 1.3; TRHR enhancer: 18; D2 antag: -13

How did C=CCn1c(SCc2ccccc2Cl)nnc1-c1sc2nc(C)cc(C)c2c1N do in these assays?
IDH1 R132H inh: 11%; USP1 inh: -21%; PI4K2A inh: -6; rTrxR1 inhibitor: 32%; TRHR agonist: 0.6; TrxR1 substrate: 26%; D2 agonist: -0.1; TRHR enhancer: 2; D2 antag: -1

How did CC(=O)c1cn(C(=O)c2ccc(Cl)cc2)c2ccccc12 do in these assays?
IDH1 R132H inh: 9%; USP1 inh: -6%; PI4K2A inh: 12; rTrxR1 inhibitor: 0%; TRHR agonist: -1.7; TrxR1 substrate: -1%; D2 agonist: -3.8; TRHR enhancer: 6; D2 antag: 13

Results for O=C(Nc1cccc(Cl)c1N1CCOCC1)c1cc([N+](=O)[O-])ccc1N1CCOCC1 ?
IDH1 R132H inh: -10%; USP1 inh: -15%; PI4K2A inh: 3; rTrxR1 inhibitor: -1%; TRHR agonist: -2.5; TrxR1 substrate: -11%; D2 agonist: -0.8; TRHR enhancer: 8; D2 antag: -11

What do the screens show for `Cc1ccc(CN2CCN(/N=C/c3cccs3)CC2)cc1`?
IDH1 R132H inh: 2%; USP1 inh: -12%; PI4K2A inh: 1; rTrxR1 inhibitor: 15%; TRHR agonist: 0.0; TrxR1 substrate: 3%; D2 agonist: -0.7; TRHR enhancer: -4; D2 antag: 34*

Results for Cc1ccc(C(=O)NC(=S)N(C)C2CCCCC2)cc1 ?
IDH1 R132H inh: -2%; USP1 inh: -23%; PI4K2A inh: 3; rTrxR1 inhibitor: -15%; TRHR agonist: -0.3; TrxR1 substrate: -6%; D2 agonist: 0.5; TRHR enhancer: -1; D2 antag: 21

How did C=CCn1c(Cc2ccc(OC)cc2)nnc1SCC(=O)NCCc1ccccc1 do in these assays?
IDH1 R132H inh: 2%; USP1 inh: -1%; PI4K2A inh: 11; rTrxR1 inhibitor: 17%[57.1 µM]; TRHR agonist: -0.6; TrxR1 substrate: 2%[57.1 µM]; D2 agonist: 0.4; TRHR enhancer: 4; D2 antag: 6

Results for Cc1[nH]n(-c2ccccc2)c(=O)c1C1(C(F)(F)F)C(=O)N(c2ccc(F)cc2)C2=C1C(=O)CC(C)(C)C2 (centres undefined) ?
IDH1 R132H inh: -3%; USP1 inh: -11%; PI4K2A inh: -12; rTrxR1 inhibitor: 10%; TRHR agonist: 0.0; TrxR1 substrate: 1%; D2 agonist: 4.9; TRHR enhancer: -7; D2 antag: 11

How did CCOc1cc(C(=O)NCCN2CCOCC2)cc(OCC)c1OCC do in these assays?
IDH1 R132H inh: 1%; USP1 inh: 2%; PI4K2A inh: 11; rTrxR1 inhibitor: -9%; TRHR agonist: -1.6; TrxR1 substrate: -8%; D2 agonist: -1.7; TRHR enhancer: 0; D2 antag: 18

Results for CCOC(=O)/C=C1\SCC(=O)N1CCOc1cccc(Br)c1 ?
IDH1 R132H inh: 6%; USP1 inh: -8%; PI4K2A inh: -3; rTrxR1 inhibitor: 9%[57.1 µM]; TRHR agonist: 0.0; TrxR1 substrate: 6%[57.1 µM]; D2 agonist: -1.2; TRHR enhancer: 0; D2 antag: -8

Results for CN1CCN(CCCNC(=O)CCCOc2cc(=O)n(C)c3ccccc23)CC1 ?
IDH1 R132H inh: 4%; USP1 inh: -22%; PI4K2A inh: 8; rTrxR1 inhibitor: 9%; TRHR agonist: 0.4; TrxR1 substrate: 15%; D2 agonist: 0.7; TRHR enhancer: -2; D2 antag: -14

Results for COc1cccc(OC)c1C(=O)OCC(=O)N1CCC(Cc2ccccc2)CC1 ?
IDH1 R132H inh: 3%; USP1 inh: -7%; PI4K2A inh: 1; rTrxR1 inhibitor: 13%[2.29 µM]; TrxR1 substrate: -6%[57.1 µM]
